Compound activity (PubChem BioAssay)
NPYLR7 ag: agonists of mosquito NPYLR7 receptor, primary screen, cell-based, Aedes aegypti, calcium fluorescence, mosquito biting behavior | HEK293T NPYLR7/Galpha15, GCaMP6s calcium fluorescence | activation, % at 10 µM | 270,000 compounds, 0.15% hits | AID 1259423, 2018; in the data active means activation above about 40%;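 further: 0% = vehicle and 100% = reference agonist at the receptor; some compounds past the cut are filed as inactive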
mcGAS inh: cyclic GMP-AMP synthase inhibitors, mouse, primary biochemical chemiluminescence | Q8C6L5 | recombinant cGAS, Kinase-Glo ATP depletion luminescence | inhibition, % at 12.5 µM | 160,000 compounds, 0.15% hits | AID 1259399, 2018;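 further: 0% = negative control wells and 100% = reference inhibitor with no enzyme activity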
hcGAS inh: Primary biochemical luminescence assay for human cyclic GMP-AMP synthase inhibitors | recombinant h-cGAS, ATP depletion, Kinase-Glo luminescence | 290,000 compounds, 0.081% hits | inhibition, % at 12.5 µM | Q8N884;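 further: 0% = vehicle reaction and 100% = reaction without DNA for no activity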
Target sequence (Q8N884 whole entry, looked up): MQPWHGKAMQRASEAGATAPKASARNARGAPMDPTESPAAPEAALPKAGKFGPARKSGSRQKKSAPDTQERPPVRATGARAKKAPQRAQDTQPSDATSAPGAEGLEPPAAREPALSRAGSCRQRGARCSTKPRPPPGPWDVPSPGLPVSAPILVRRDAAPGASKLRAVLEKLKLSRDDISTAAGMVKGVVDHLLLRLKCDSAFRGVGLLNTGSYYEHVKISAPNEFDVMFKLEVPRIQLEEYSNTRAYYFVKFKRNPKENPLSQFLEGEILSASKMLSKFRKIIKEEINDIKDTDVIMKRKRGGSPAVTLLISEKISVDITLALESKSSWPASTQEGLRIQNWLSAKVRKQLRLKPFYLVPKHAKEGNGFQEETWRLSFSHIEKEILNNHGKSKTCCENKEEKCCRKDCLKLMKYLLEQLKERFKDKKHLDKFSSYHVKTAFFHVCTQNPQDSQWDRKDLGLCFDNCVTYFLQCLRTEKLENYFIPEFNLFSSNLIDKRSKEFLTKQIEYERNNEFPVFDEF
* marks the source's active call; other numbers are inactive results; · = no result given; & = joins results of further samples. Unless noted, no stated cut-off is given here; in the data, active means inhibition above about 40%; inactive means the rest.

SMILES	NPYLR7 ag	mcGAS inh	hcGAS inh
CCc1ccc(NC(=O)C(C)N(CCOC)CC(=O)N(C)C)cc1 (stereo not given)	8	-10	-1
CCN1CCN(C(=O)c2cccc(Nc3c(Oc4cccc(Cl)c4)cnn(C)c3=O)c2)CC1	18	-8	-13
CC(C)N1CCC(NC(=O)c2ccc(-c3ccccc3)cc2)CC1	22	·	-1
CCOc1ccccc1Oc1cnc(N)nc1-c1ccc(OCc2ccccc2)cc1O	0	1	0
COc1ccc(-c2nn(CN3CCN(c4ccc(O)cc4)CC3)c(=S)o2)cc1OC	-5	·	-4
COc1ccc2nc(-c3ccc(Cl)c(NC(=O)NCc4ccccc4)c3)cn2n1	-2	-9	-5
CN1C(=O)C(CC(=O)NCCc2ccccn2)(Cc2ccccc2)c2ccccc21 (stereo not given)	3	-13	-5
Cc1ccc2nc(N3CCOCC3)c(C=C3SC(=S)N(Cc4ccco4)C3=O)c(=O)n2c1	-4	-7	-4
CCOc1ccccc1CNC(=O)c1c(C)noc1-c1cccs1	6	-10	-9
CC(C)NC(=O)CC1(C)N=C(c2ccc(C(C)C)cc2)N(C)O1 (stereo not given)	7	·	-4
O=S(=O)(Nc1cc(Cl)ccc1N1CCCCC1)c1cccs1	-16	·	-9
CC(C)n1cc(S(=O)(=O)N2CCC(N3CC=CC3)CC2)cn1	2	-16	-8
C=CCn1c(SCCC#N)nc2sc3c(c2c1=O)CCCC3	-1	·	-5
CCN=C(C)Cc1nsc(Nc2ccc(Cl)cc2)n1	-1	·	1
CC(CCn1cccn1)Nc1ccc(-c2nccn2C)nn1 (stereo not given)	6	-10	-1
CN(C)NC(=O)CC12CC3CC(C1)CC(CC(=O)NN(C)C)(C3)C2	-1	-6	-9
Cc1nnc(CN2CCOC(c3ccc(Cl)c(Cl)c3)C2)o1 (stereo not given)	-6	·	2
Cc1ccc(CN2CCN(c3ncccc3C(N)=O)CC2)c2cccnc12	4	-12	-2
Nc1ccc(CCNC(=O)c2ccc(-c3cc(-c4ccc(Cl)cc4Cl)[nH]n3)cc2)cc1	25	-5	-4
CCSc1nc(CC(=O)N2[C@@H]3CC[C@H]2CC(O)C3)cs1 (stereo not given in full)	7	·	-4
COc1cc(Cl)c(NCc2nc3ccccc3o2)cc1OC	1	-19	-5
CCCCc1ccc(C(=O)NCCN2CCN(c3nc(Cc4cccc(OC)c4)ns3)CC2)cc1	-6	1	4
Cc1nnc(CNC(=O)CCc2cccc(Cl)c2)n1C	1	·	-11
CCc1nc2ccc(C(=O)N3CCCCC3)cn2c1N(CC)CC(=O)N(C)C	16	-4	-4
C/C=C/C(=O)NC1CC2CCC(C1)N2CCc1ccccc1 (stereo not given)	-1	-4	-4
Cc1cc2cc(CNC(=O)CCCc3ccccc3)ccc2n1C	16	-5	-1
COc1cccc(-c2cc(C(=O)N3CC4(C)CC3CC(C)(C)C4)n(-c3cccc([N+](=O)[O-])c3)n2)c1 (stereo not given)	-13	-5	-5
Cc1nc2nc3ccn(Cc4cccnc4)c(=O)c3c(-c3cccc(Cl)c3)n2n1	0	-5	1
Cc1ccc(N2CCOC2=O)cc1NC(=O)C1CC2C=CC1C2 (stereo not given)	1	-8	-1
COCCOCC(=O)N1CCN(CC(OCc2cccc(Cl)c2)c2cccc(OC)c2)CC1 (stereo not given)	·	-6	-6
C=CCSc1ncnc2c1sc1nc3c(cc12)COC(C)(C)C3	1	0	0
Cc1ccn2c(NC(C)(C)CC(C)(C)C)c(-c3ccc(O)cc3)nc2c1	-17&6	-6	-1&-7
Cc1ccccc1C1(O)CCN(Cc2ccc(Sc3nncn3C)o2)C1 (stereo not given)	15	·	-6
COc1ccccc1-n1nnc(C(=O)OCc2cccc(Cl)c2)c1C	·	-3	0
Cc1cc(=O)[nH]c(-n2nc(C)cc2NC(=O)c2cccc(C(F)(F)F)c2)n1	-3	1	6
CCOn1c(=O)c(-c2ccco2)[n+]([O-])c2ccccc21	17	·	-7
COc1ccc(N2C(=O)C(Cl)=C(Nc3ccc(C(C)C)cc3)C2=O)cc1	29	·	-7
O=C(O)CCNC(=O)CC1S\C(=N/N=C\C=C\c2ccccc2)NC1=O (stereo not given)	-8	-5	-4
COc1cc(Nc2ncc(F)c(Nc3ccc4c(n3)NC(=O)C(C)(C)O4)n2)cc(OC)c1OC	-4&-3	-11&-8	-5&-7
Cc1ccc(Sc2ccc(S(=O)(=O)NCC(C)(C)N3CCOCC3)cc2)cc1C	5	·	-13
CC(C)NC(=O)Cn1c(CO)cnc1SCC(=O)N1CCc2ccccc21	3	·	3
CC(=O)N1CCN(C)CC1	-13	·	3
O=C(c1cn(CCCc2ccccc2)nn1)N1CCC(c2nc3ccccc3o2)CC1	14	-9	-8
Cc1ccc(F)c(S(=O)(=O)NC(=O)C2(C)CCN2C(=O)c2ccco2)c1 (stereo not given)	-4	-2	-3
C/C=C\COC1CCCN(C(=O)c2cccc(Br)c2)C1 (stereo not given)	-2	-4	-2
COc1ncccc1CN1CCOc2c(O)cc(-c3ccc(C)s3)cc2C1	-7	-13	-6
CC(=O)Nc1ccc(CN2CCCC(N3CCN(Cc4ccc5c(c4)OCO5)CC3)C2)cc1 (stereo not given)	10	-10	-2
COc1nc(-c2cccc(F)c2)n(-c2cccc(NC(=O)C3CCC3)c2)n1	-15	1	7
Cc1ccc(S(=O)(=O)NCC2CCN(c3ccccc3)C2)c(C)c1 (stereo not given)	0	-14	-7&-7
C=CCOC(CN1CCN(C(=O)c2cccc(OC)c2)CC1)c1cccc(N2CCCC2)c1 (stereo not given)	-4	-5	-1
COc1ccc(C)cc1-n1cnnc1C1CC(=O)N(C)C1 (stereo not given)	2	·	-7
Cc1ccc(C2CC(C(F)(F)F)n3ncc(C(=O)Nc4cccc(C(F)(F)F)c4)c3N2)cc1 (stereo not given)	-5	-5	-3
CC(NC(=O)CCc1ccc(S(=O)(=O)N2CCCC2)cc1)c1cccc(Cl)c1 (stereo not given)	3	-4	-1
COc1ccc(CCn2cnc3c([nH]c4ccc(C)cc43)c2=O)cc1OC	-3	-7	-5
CCCCOC(=O)c1ccc(NC(=O)c2cccn(OCc3cccc([N+](=O)[O-])c3)c2=O)cc1	16	-7	-5
CCn1cc(C(CC(=O)NC2CCN(Cc3ccccc3)CC2)c2ccc(F)cc2)c2ccccc21 (stereo not given)	·	-9	-13
C=CCn1c(SCc2cccc(C(=O)OC)c2)nnc1-c1cccc(C)c1	5	-5	-2
c1coc(-c2cc(CSc3nnc(-c4ccco4)n3C3CCCCC3)no2)c1	-2	·	-12
COc1ccc(/C(C)=N\OCC(=O)N=Nc2c(O)[nH]c3ccc(Br)cc23)cc1OC	-5	-8	-5
NS(=O)(=O)c1ccc(NC=C2C(=O)OC3(CCCCC3)OC2=O)cc1	0	·	-5

Part of the list above, limited to hcGAS inh.
structure	hcGAS inh
CC(NC(=O)CCc1ccc(S(=O)(=O)N2CCCC2)cc1)c1cccc(Cl)c1 (stereo not given)	-1
COc1ccc(CCn2cnc3c([nH]c4ccc(C)cc43)c2=O)cc1OC	-5
CCCCOC(=O)c1ccc(NC(=O)c2cccn(OCc3cccc([N+](=O)[O-])c3)c2=O)cc1	-5
CCn1cc(C(CC(=O)NC2CCN(Cc3ccccc3)CC2)c2ccc(F)cc2)c2ccccc21 (stereo not given)	-13
C=CCn1c(SCc2cccc(C(=O)OC)c2)nnc1-c1cccc(C)c1	-2

A stretch from the list above, as a working copy:
SMILES	NPYLR7 ag	mcGAS inh	hcGAS inh
COc1ccc(CCn2cnc3c([nH]c4ccc(C)cc43)c2=O)cc1OC	-3	-7	-5
CCCCOC(=O)c1ccc(NC(=O)c2cccn(OCc3cccc([N+](=O)[O-])c3)c2=O)cc1	16	-7	-5
CCn1cc(C(CC(=O)NC2CCN(Cc3ccccc3)CC2)c2ccc(F)cc2)c2ccccc21 (stereo not given)	·	-9	-13
C=CCn1c(SCc2cccc(C(=O)OC)c2)nnc1-c1cccc(C)c1	5	-5	-2
c1coc(-c2cc(CSc3nnc(-c4ccco4)n3C3CCCCC3)no2)c1	-2	·	-12
COc1ccc(/C(C)=N\OCC(=O)N=Nc2c(O)[nH]c3ccc(Br)cc23)cc1OC	-5	-8	-5
NS(=O)(=O)c1ccc(NC=C2C(=O)OC3(CCCCC3)OC2=O)cc1	0	·	-5

The listing continues.
SMILES	NPYLR7 ag	mcGAS inh	hcGAS inh
Cc1nc(NC(=O)N2CCN(C(C)(C)C(N)=O)CC2)sc1C	10	·	-7
Cn1nnnc1SCCNC(=O)CC1COCCN1 (stereo not given)	-6	·	-1
COc1ccc(-c2[nH]nc3c2C(c2ccc(OC)cc2)C(C#N)C(=N)O3)cc1 (stereo not given)	-3	·	-9
O=C(NCCN1CCCC1)c1csc(CSc2nnc(-c3ccncc3)n2-c2ccccc2Cl)n1	-7	1	-2
Cc1cc(N2CCN(Cc3ccccc3)CC2)n2c(nc3ccccc32)c1C#N	1	2	0
CCC(C)NC(=O)c1cc(NC(=O)Nc2ccc(C)c(Cl)c2)ccc1N1CCCCC1 (stereo not given)	0	-5	-7
COc1ccc(C(C)=O)cc1CC(=O)NC(CN(C)C)c1ccccc1 (stereo not given)	6	·	1
CCOc1cc(Cl)c(CN2CCN(c3ccc(C)nn3)CC2)cc1OC	8	·	2
CN1CCC(O)(Cn2cnc3ccc(F)cc3c2=O)CC1	0	-12	-5
c1ccc(-n2ncc3c(N4CCN(Cc5nc6ccccc6[nH]5)CC4)ncnc32)cc1	-15	-8	-5
C=CCSc1nc2c(c(=O)[nH]c(=O)n2C)n1CCCc1ccccc1	-7	·	-4
COc1ccc(-c2cc(C(=O)NCc3cccc(C(F)(F)F)c3)n(-c3ccc(Cl)cc3)n2)c(OC)c1	·	0	-3
COC(=O)c1ccc(C)c(S(=O)(=O)N2CCN(C(=O)NC3CCCCC3)CC2)c1	3	·	-8
CCOC(=O)CCC(=O)N(CC(=O)Nc1cc(-c2ccccc2)nn1-c1ccc(F)cc1)Cc1ccco1	-4	2	4
CCOc1ccccc1N1C(=O)CSC1c1ccc(NC(=O)c2cccs2)cc1 (stereo not given)	0	-4	-1
CC(=O)Nc1ccc(Oc2ccccc2C#N)c(F)c1	6	·	-8
CS(=O)(=O)CCNc1cc2ccccc2c(Cl)n1	5	·	1
CN(C)S(=O)(=O)N1CCc2[nH]nc(-c3cccc4ccccc34)c2C1	20	-13	-9
CCOC(=O)C(C)Sc1nnc(-c2ccc(OC)cc2)n1-c1ccccc1C (stereo not given)	·	-4	-3
COCc1cc(N2CCN(c3ccccc3F)CC2)nc(SCc2ccc(C(=O)NCc3ccncc3)cc2)n1	13	-4	-15
O=C(NCc1ccc(Cl)cc1)c1cncn1-c1ccc(-c2ccc(F)c(F)c2)cc1	5	-7	-8
Cc1cnccc1CN(C)Cc1cc2n(n1)CCNC2	-2	·	-4
Cc1cc(C(=O)N(CCCN(C)C)c2nc3ccc(F)cc3s2)n(C)n1	0	-7	-9
CCO/C=C1\C(=O)N(c2ccc(C)cc2)C(=O)c2ccccc21	-6	·	4
Cc1ccc(NC(=S)NC(=O)c2cccs2)nc1	1	-7	-6
CCOC(=O)c1ccc2c(c1)nc(SCc1c(F)c(F)c(OC)c(F)c1F)n2CCOC	4	-6	-5
Cn1cccc1C1(C(F)(F)F)NN(c2ccccc2)C(=N)C1C#N (stereo not given)	8	·	-3
CCOc1ccc(-n2nnc3c(N4CCN(C(=O)c5ccccc5C(F)(F)F)CC4)ncnc32)cc1	-1	-10	-7
COc1cc(-c2ccnc(N3CCN(C(=O)c4c(C(F)(F)F)ccc(Cl)c4F)CC3)n2)cc(OC)c1OC	13	-9	-11
COCCNC(=O)Cn1nc(-c2cccs2)c2sc(C)nc2c1=O	1	1	4
Nc1ccc(OCCOc2ccc(N)cc2)cc1	-2	0	4
O=S1(=O)CCC(NS(=O)(=O)c2ccc(Cl)c(Cl)c2)C1 (stereo not given)	0	·	-2
CCc1cccc(CC)c1NC(=O)c1ccc(NC(=O)C2CC2)s1	1	-2	-3
Cc1c(Cl)ccc2sc(NCCN(C)C)nc12	1	·	-10
COCc1noc(CC2CCOC3(CCN(Cc4ccc(C)o4)CC3)C2)n1 (stereo not given)	·	-6	-15
CCn1cc(C(CC(=O)O)c2ccc3c(c2)OCO3)c2ccccc21 (stereo not given)	0	·	-1
Cc1nc(SCc2ccc(C(=O)O)cc2)nc(N2CCN(Cc3ccc4c(c3)OCO4)CC2)c1C	10	-3	1
Cn1cc(C(=O)N2CCN(Cc3ccccn3)CC2)c2nn(-c3ccccc3)c(=O)c-2c1	-1	-7	-7
CCCCc1ccc(C(=O)N2CCCN(c3nc(Cc4ccccc4)ns3)CC2)cc1	-3	-3	4
CCOc1ccc(CN(C(=O)c2cccc(-n3cnnc3)c2)C2CC2)cc1	9	·	-2
O=C(NCCc1noc(C2CCCC2)n1)c1nnc2n1CCCCC2	·	-4	-9
Cc1cccc(NC(=S)NC(C)(C)C)c1	3	·	-8
Cn1c(=O)c2c(nc3n2CC(c2ccccc2)=NN3Cc2ccccc2)n(C)c1=O	3	·	-4
CCCCc1c(O)nc(SCCC(=O)O)[nH]c1=O	3	-3	2
Cc1nc(NCCNC(=O)c2cccc(Cl)c2)cc(-n2ccnc2C)n1	-15	-10	-9
COc1ccc(C(=O)N2CCC(n3cc(C(C)(C)C)nn3)CC2)c(OC)n1	4	-18	-2
CCOC(=O)Cc1csc(N=Cc2nc(-c3ccc(C)cc3)oc2O)n1	-1	-3	-2
Cc1oc(C)c(C(=O)NC2(c3ccccc3)CCC2)c1Br	-22	·	-3
CCc1cnc(C)nc1N1CC(c2ccncc2)C1	·	-14	-11
Cc1nnnn1-c1ccc(Cc2n[nH]c(Cc3ccccc3)n2)cc1	-6	-11	-3
Cc1cccc2c(C(=O)N(C)C(C)C)cc(-c3cnc(-c4cccnc4)nc3)nc12	12	-17	-5
Clc1ccc(C2=Nc3ncnn3C(c3ccc(Cl)cc3Cl)C2)cc1 (stereo not given)	-1	·	-12
